Assay outcomes deposited in PubChem BioAssay by National Center for Advancing Translational Sciences (NCATS).
KB-V1 MDR tox: kills drug-selected multidrug resistant KB-V1 cells | KB-V1 MDR cells viability, CellTiter-Glo, 72 h | Potency, µM (titrated, usually from 46.1 µM), without a hit: at the top dose activity change, negative = cytotoxicity, hits mostly cytotoxic | 400,000 compounds, 3.4% hits; also: potency is read from the fitted curve at half-maximal effect; % is scaled to controls: 0 for no effect and ±100 for the full control effect; nearly all actives have a fitted effect of over 60% in size
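Readout: CellTiter-Glo luminescence, 10 min after addition. Cells: KB-V1 MDR subline, 72 h at 37 degrees C with compound. Analysis: corrected, normalized data fitted to concentration-effect curves.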
D3 ag: activates the human D3 dopamine receptor. max activation, %. P35462. 410,000 compounds, 0.58% hits. D3R DiscoveRx beta-arrestin cells, luminescence, 90 min; in the data active = max activation above about 30%; also: 0% is about no effect; mostly tested at two doses, the higher about 12 µM
Target sequence (P35462 whole entry, looked up): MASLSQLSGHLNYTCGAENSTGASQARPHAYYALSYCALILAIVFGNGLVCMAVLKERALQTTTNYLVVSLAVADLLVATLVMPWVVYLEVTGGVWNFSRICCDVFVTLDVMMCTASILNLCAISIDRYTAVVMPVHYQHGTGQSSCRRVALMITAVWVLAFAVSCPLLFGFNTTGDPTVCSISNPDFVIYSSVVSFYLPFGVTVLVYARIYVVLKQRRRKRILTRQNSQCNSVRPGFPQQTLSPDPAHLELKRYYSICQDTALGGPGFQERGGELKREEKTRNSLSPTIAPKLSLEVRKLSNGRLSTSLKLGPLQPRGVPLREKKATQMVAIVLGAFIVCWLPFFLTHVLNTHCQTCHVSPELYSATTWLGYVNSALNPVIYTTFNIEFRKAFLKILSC
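Cells at 1500/well, incubated overnight, then treated with pinned compounds (dopamine as control) for 90 min at 37 degrees C. DiscoveRx reagent added for 30 - 60 minutes at room temperature; luminescence read.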
SW480 rereplic: inducers of DNA re-replication in SW480 colon cancer cells; SW480 DNA re-replication, Hoechst DNA content imaging, 48 h; Potency, µM (titrated, usually from 46.1 µM), for inactives: top-dose re-replication activation, hits mostly activators; 340,000 compounds, 1.8% hits; AID 624297; also: potency is read from the fitted curve at half-maximal effect; % of control where 0% means no effect; nearly all actives have a fitted effect of over 55% in size
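DNA re-replication was detected as more nuclei of elevated Hoechst intensity after 48 hr exposure to compound (23 nL pinned per well of 250 cells).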
HT1080-NT tox: kills 2HG-producing HT-1080-NT fibrosarcoma cells; 360,000 compounds, 1.6% hits; HT-1080-NT fibrosarcoma viability, CellTiter-Glo ATP luminescence, 48 h; Potency, µM (top dose mostly 46.1 µM), for inactives: at the highest dose activity, negative = less viability, hits mostly cytotoxic;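 also: NT is the 2HG producing partner of a matched IDH1 knockdown line; potency is read from the fitted curve at half-maximal effect; 0% = DMSO-treated cells and -100% = media-only wells without cells; nearly all actives have a fitted effect of over 55% in size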
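A 48-hour cytotoxicity screen used HT-1080-NT cells plated 2 hours before compound delivery. ATP-based CellTiter-Glo luminescence measured viability, normalized to DMSO and no-cell controls.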
HT1080 IDH1KD tx: kills HT-1080 cells with IDH1 knockdown. HT-1080 IDH1 knockdown viability, ATP luminescence, 48 h. 360,000 compounds, 2% hits. Potency, µM (top dose mostly 46.1 µM), without a hit: top-dose activity, negative = toxicity, usual class: cytotoxic;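 also: potency is read from the fitted curve at half-maximal effect; 0% = DMSO wells and -100% = cell-free medium wells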
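Knockdown cells (IDH1KD HT-1080) received compounds 2 h after plating at 750 cells/well and were kept 48 h at 37 °C in 5% FBS RPMI. A CellTiter-Glo luminescence read gave % activity for curve fitting.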
MCF10A rerep: inducers of DNA re-replication in MCF 10A breast cells; 350,000 compounds, 2.9% hits; MCF 10A DNA re-replication, Hoechst nuclear intensity, 48 h; Potency, µM (titrated, usually from 46.1 µM), for the others: at the highest dose activity, positive = re-replication, hits mostly activators; also: potency is read from the fitted curve at half-maximal effect; % of control where 0% means no effect; nearly all actives have a fitted effect of over 50% in size
KB-3-1 tox: KB-3-1 parental cell cytotoxicity; KB-3-1 viability, CellTiter-Glo ATP luminescence, 72 h; Potency, µM (titrated, usually from 46.1 µM), without a hit: at the highest dose activity change, negative = cytotoxic, most hits filed as cytotoxic; 400,000 compounds, 1.4% hits; AID 1347075; also: potency is read from the fitted curve at half-maximal effect; % is scaled to controls: 0 for no effect and ±100 for the full control effect; nearly all actives have a fitted effect of over 60% in size
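Screening of KB-3-1 cells (DMEM, 10% FBS, phenol-red free) ran from lowest to highest compound concentration; after 72 h at 37 °C viability was read luminescently and curves fitted.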
IL1B secr inh: inflammasome signaling inhibition, IL-1 beta readout; 360,000 compounds, 4.7% hits; THP-1 LPS/ATP IL-1B secretion, AlphaLISA, 16 h; stronger effect = lower value; AID 743279; activity change, % at 57.5 µM; in the data active = activity change below about -50%; inconclusive = mostly about -30% to -49%; also: % is scaled to controls: 0 for no effect and ±100 for the full control effect
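THP-1 cells pretreated 1 hr with compounds (up to 57.5 uM final), then stimulated with LPS (250 ng/mL final) plus ATP (1.25 mM final); secreted IL-1B measured by AlphaLISA after 16 hr, decreased signal indicating inhibition.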
GLP1R cytotox: cytotoxicity in counter-screen for GLP-1R inverse agonists. HEK293 cAMP-luciferase reporter cells, luminescence, 24 h. Potency, µM (highest dose often 38.3 µM), inactives show at the highest dose activity change, negative = inhibition, hits mostly inhibitors. 410,000 compounds, 0.13% hits;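 also: loss of luciferase light is scored as toxicity; potency is read from the fitted curve at half-maximal effect; % is scaled to controls: 0 for no effect and ±100 for the full control effect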
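Quantitative HTS format, 1536 wells, 200 cells/uL seeded. Compounds: 23 nL, 24 h, 37 °C. Detection: luciferase reagent, luminescence at 12 min RT; decreased signal taken as cytotoxic.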
The depositor's hits bear a star; i = inactive; u = inconclusive; x = not tested or not shown; [ ] = dose if it differs, or a comment. Unless noted, calls follow the shape of the dose curve; as a rule, active = well fitted curve in the direction sought with a large enough effect; inconclusive = small, poorly fitted or top-dose-only effect, or another doubt; inactive = no such curve, though single readings can be large; an effect the other way counts as inactive or inconclusive. Rows were taken by chance; overall some 11% were active at least once.

SMILES | KB-V1 MDR tox | D3 ag | SW480 rereplic | HT1080-NT tox | HT1080 IDH1KD tx | MCF10A rerep | KB-3-1 tox | IL1B secr inh | GLP1R cytotox
C=CCC[C@@H](Cc1ccc(F)cc1)C(=O)OC[C@@H]1CCCN1C(=O)[C@@H](CC=C)CC(=O)N[C@@H](CO)Cc1ccccc1 | 16% | 3 | 10% | -26% | -1% | 18% | 16µM* | u | 0%
CC(=O)C1=C(O)C(=O)N(CC(=O)O)C1c1ccccc1Cl (configuration not stated) | u | 2 | -9% | 5% | 1% | 9% | 12% | 23 | 9%
Cc1cc(C)nc(NS(=O)(=O)c2ccc(NC(=O)c3cccs3)cc2)n1 | 0% | -5 | 1% | -5% | -6% | 12% | 3% | 12 | 16%
Cc1ccc(S(=O)(=O)N2CCN(C(=O)CCC(=O)N3CCc4ccccc43)CC2)cc1 | -1% | -7 | -1% | -1% | 0% | 10% | -2% | -16 | 6%
O=C(NN/C(=N/S(=O)(=O)c1ccc(Cl)cc1)c1ccccc1)c1cccc(Cl)c1 | u | 0 | 1% | -7% | -4% | -4% | -7% | 34 | 20%
CC(C)CC(N)c1csc(NC(=O)NCCc2ccccc2)n1 (configuration not stated) | 3% | -3 | x | u | u | x | -1% | x | 8%
C/C(=N/Nc1ccc([N+](=O)[O-])cc1)c1c[nH]c2ccccc12 | 13% | -7 | 1% | u | u | 24% | -2% | -4 | -12%
O=C(OC(C(=O)Nc1ccc(Cl)c(C(F)(F)F)c1)c1ccccc1)C1=COCCO1 (configuration not stated) | 3% | 2 | 9% | -29% | u | u | 2% | -17 | -8%
Cc1cc(NC(=O)COC(=O)Cn2[nH]c(=O)c3ccccc3c2=O)c([N+](=O)[O-])cc1C | 1% | 3 | -1% | 10% | 7% | 2% | -3% | 19 | 1%
CCCCNC(=O)C1(C)CCN1C(=O)c1c(F)ccc(C)c1F (configuration not stated) | 0% | -4 | x | -8% | -6% | x | 0% | -4 | 4%
CCOc1ccc2nc(SCC(=O)Nc3ccc4c(c3)OCO4)sc2c1 | 16µM* | 1 | 25% | -8% | -2% | 3% | -14% | 43 | -2%
Cc1cc(CNC(=O)CC2C(=O)NCCN2CC(c2ccccc2)c2ccccc2)on1 (configuration not stated) | -15% | -11 | -2% | -2% | -23% | 0% | -2% | -6 | -3%
O=c1cc(O)n(-c2ccccc2F)c(=S)[nH]1 | 21% | -1 | -3% | 4% | u | -3% | 7% | -2 | 1%
Cc1ccc(NCc2ccc(O)c3ncccc23)cc1 | -5% | 23 | u | 1% | -25% | 5% | -8% | -3 | -17%
O=C(CSc1nnc2ccccn12)NC(=O)c1cccc([N+](=O)[O-])c1 | 1% | 1 | -5% | 3% | 11% | 2% | -1% | 6 | 3%
Cc1nc2nc(SCC(=O)NC3CCC(C)CC3)nn2c(C)c1Cc1ccccc1 (configuration not stated) | -12% | 2 | x | x | x | x | 4% | x | 5%
O=C(c1cccc(COc2ccc(Cl)cc2Cl)c1)N1CCN(c2ccccn2)CC1 | u | 7 | -4% | -3% | -1% | 9% | -14% | -2 | u
COc1ccc(C)cc1NS(=O)(=O)c1ccc2c(c1)[C@H]1C=CC[C@H]1[C@@H](c1cccc(Cl)c1)N2 | 9% | 8 | x | x | x | x | -7% | x | 11%
COC(=O)c1ccc2nc(-c3cccc(Cl)c3)c(Cc3ccsc3)n2c1 | -30% | 4 | x | -22% | u | x | 0% | 2 | -11%
CC1CCC(NC(=O)CSc2nncn2C)CC1 (configuration not stated) | 0% | -2 | -3% | -6% | -4% | 1% | -4% | 15 | -4%
COc1ccc(N2CCN(C(=O)Cc3c(C(=O)O)c(C)cn3C)CC2)cc1 | 26% | 4 | x | x | x | x | 2% | x | 0%
CCN(CC)C(=O)[C@H]1C[C@H](CC(=O)NCc2cccc(C(F)(F)F)c2)C(=O)N2CCc3c([nH]c4cc(-c5ccco5)ccc34)[C@]12C | u | -6 | 13%[9.22 µM] | u | u | u | 15µM* | -58* | -25%
Cc1csc2nc(COC(=O)c3ccc(F)cc3)cc(=O)n12 | 7% | -8 | x | x | x | x | u | x | -4%
Cc1ccc(OCCn2c(=O)sc3ccccc32)cc1 | -20% | -4 | 1% | -1% | -21% | 18% | 0% | 16 | 33%[activator]
COc1cc(C2C(C(C)=O)=C(O)C(=O)N2Cc2ccccc2)ccc1O (configuration not stated) | 12% | 12 | -13% | 15% | 7% | 0% | 4% | -10 | 5%

The list goes on:
SMILES | KB-V1 MDR tox | D3 ag | SW480 rereplic | HT1080-NT tox | HT1080 IDH1KD tx | MCF10A rerep | KB-3-1 tox | IL1B secr inh | GLP1R cytotox
Cc1ccccc1-n1nnnc1-c1ccccc1 | -9% | -6 | -18% | -1% | 1% | 1% | 14% | 29 | -1%
COc1ccc(C2(c3ccc(OC)cc3)NC(=O)N(CC(=O)Nc3ccc(OC(F)F)cc3)C2=O)cc1 | u | 2 | u | -20% | -18% | 10% | u | i | -7%
O=C(CCNC(=O)C1CCN(S(=O)(=O)c2ccc(F)cc2)CC1)NCc1ccccc1Cl | -4% | 0 | -2% | -4% | 0% | -4% | -3% | 4 | 4%
COc1ccc(/C=C2\SC(N)=NC2=O)cc1Br | -16% | 0 | -12% | -7% | -6% | -1% | -6% | -13 | u
O=C(Nc1ccc(N2CCCC2)cc1)c1cc(Cl)ccc1Cl | u | -1 | u | u | u | u | u | -3 | 0%
CCc1cc(C(=O)Nc2cc(Cl)ccc2N2CCN(C)CC2)sc1C | -24% | -8 | -61%[inhibitor] | -4% | -1% | 3% | -12% | -10 | 14%
COCCCNCCCCOc1c(Cl)cc(C)cc1Br | u | -10 | 2% | u | -20% | 19% | -1% | -18 | -9%
Cc1ccccc1OCCn1c(=S)[nH]c2ccccc21 | -3% | 3 | 4% | -28% | u | 16% | -13% | 3 | u
Cc1c(NC(=O)C2(c3ccc(Cl)cc3)CCCC2)c(=O)n(-c2ccccc2)n1C | 0% | 3 | -9% | 0% | -3% | 5% | -7% | -24 | -16%
COc1ccc(C(C)=O)cc1CN1C(=O)NC2(CCCCCCC2)C1=O | 5% | 4 | 0% | 10% | 16% | -1% | 0% | 21 | 0%
CCOC(=O)c1ccc(N2C(=O)c3n[nH]c(-c4cccs4)c3C2c2ccc(O)c(OC)c2)cc1 (configuration not stated) | -23% | -21 | x | x | x | x | -9% | x | -24%
CC1=C(C(=O)OCC2CCCCC2)C(c2cccc(Cl)c2Cl)CC(=O)N1 (configuration not stated) | 16% | 1 | x | x | x | x | 2% | x | 6%
CN(c1ncc(C(F)(F)F)cc1Cl)N1C(=O)c2cccc([N+](=O)[O-])c2C1=O | 12% | -2 | -12% | 13% | 6% | 2% | 0% | -4 | -15%
Nc1cc(S(=O)(=O)N2CCOCC2)ccc1N1CCOCC1 | u | 0 | -17% | 6% | 0% | 7% | -9% | 18 | 8%
O=C1COc2ccc(C(=O)COc3ccc([N+](=O)[O-])cc3)cc2N1 | u | 6 | -11% | 4% | -1% | -2% | u | 28 | -7%
N#Cc1c(N)n[nH]c1Cc1cccc2ccccc12 | 25% | x | -1% | x | x | -3% | 7% | x | x
O=C(NCc1ccccc1)C(c1ccc(F)cc1)N(C(=O)c1csnn1)C1CC1 (configuration not stated) | u | -1 | 6% | -4% | 4% | -4% | 6% | -8 | 1%
CCOC(=O)Cn1c(-c2nonc2NC(=O)c2ccccc2F)nc2ccccc21 | u | 6 | 9% | -20% | u | 29% | u | 13 | 9%
COc1ccc(Cl)cc1N1CCN(CCNC(=O)Nc2ccccc2C)CC1 | u | -17 | u | -17% | u | u | u | -77* | u
CC(C)(C)C(=O)CC1(O)C(=O)N(Cc2ccc(Cl)cc2)c2ccccc21 (configuration not stated) | u | -2 | 5% | -7% | -19% | -183%[0.0737 µM] | -14% | -18 | 7%
O=S(=O)(Nc1ccc(OC(F)(F)F)cc1)c1ccc(N2CCCCS2(=O)=O)cc1 | u | -3 | x | x | x | x | -24% | x | 1%
O=C(NCC(c1ccco1)S(=O)(=O)c1cccs1)c1ccc(F)cc1 (configuration not stated) | 8% | 4 | x | x | x | x | 8% | x | 3%
O=c1c2ccccc2nc(-c2ccccc2)n1O | -8% | 4 | u | -1% | -6% | u | -15% | 0 | 16%
Cc1n[nH]c(=O)n1-c1ccc(C(C)C)cc1 | 22% | 1 | -3% | 11% | 6% | -2% | 4% | 13 | -8%[7.66 µM]
CCCCN(C)Cc1c(C(=O)N2CCc3ccccc3C2)nc2ccc(Cl)cn12 | u | -18 | -2% | -3% | 1% | u | 18% | 29 | 4%

Next section:
SMILES | KB-V1 MDR tox | D3 ag | SW480 rereplic | HT1080-NT tox | HT1080 IDH1KD tx | MCF10A rerep | KB-3-1 tox | IL1B secr inh | GLP1R cytotox
CC(CNC(=O)Cn1ncc2c3ccccc3n(Cc3cccc(Cl)c3)c2c1=O)c1ccccc1 (configuration not stated) | u | -3 | x | x | x | x | -7% | x | 4%
O=C(O)c1ccccc1C(=O)OCCc1cc2ccccc2c(=O)o1 | 8% | 5 | -1% | 2% | 11% | -8% | 0% | 11 | u
CCOC(=O)C1(C(N)=O)OC1(c1ccc(Cl)cc1)c1ccccc1Cl (configuration not stated) | 5% | 4 | 0% | -2% | 1% | 1% | 4% | 8 | -9%
CCc1noc(C)c1C(=O)Nc1ccccc1N1CCOCC1 | -20% | -3 | -6% | -1% | 9% | 5% | -2% | 20 | 19%
COc1ccc(-c2cc(C#N)nc(NN)n2)cc1 | -1% | -5 | 18% | u | u | u | u | u | -6%
O=C(O)c1ccc(/C=C2\SC(=S)N(NC(=O)c3ccccc3)C2=O)cc1 | u | -1 | -2% | 8% | 0% | -8% | 13% | 4 | 5%
